Source: PubChem BioAssay
Mtb RmlCD inh = inhibitors of Mycobacterium tuberculosis RmlC and RmlD coupled enzymes; P9WH09+P9WH11; RmlC+RmlD coupled enzyme assay, percent inhibition; primary screen in compound mixtures; inhibition, % at 3.6 µM; hit rate 0.03% among 160,000; AID 1533; in the data active = inhibition mostly above about 34%, no sharp cut-off; note: some results filed as inactive read as strong as hits
Target sequence (P9WH09 whole entry, looked up): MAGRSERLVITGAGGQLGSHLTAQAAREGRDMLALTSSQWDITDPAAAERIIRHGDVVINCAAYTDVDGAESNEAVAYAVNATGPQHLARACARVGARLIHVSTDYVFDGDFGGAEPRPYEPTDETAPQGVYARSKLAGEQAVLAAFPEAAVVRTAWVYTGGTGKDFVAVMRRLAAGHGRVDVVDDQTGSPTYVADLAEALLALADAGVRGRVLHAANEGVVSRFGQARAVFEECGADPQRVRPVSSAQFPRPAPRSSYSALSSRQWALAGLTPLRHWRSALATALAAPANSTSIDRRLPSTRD
Target sequence (P9WH11 whole entry, looked up): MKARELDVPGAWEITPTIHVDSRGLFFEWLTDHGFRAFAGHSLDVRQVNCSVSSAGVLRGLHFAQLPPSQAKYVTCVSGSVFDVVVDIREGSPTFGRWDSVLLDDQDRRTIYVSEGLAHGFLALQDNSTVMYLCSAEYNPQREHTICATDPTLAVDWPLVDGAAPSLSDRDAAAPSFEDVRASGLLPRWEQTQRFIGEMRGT
GlmU inhibition = inhibition of mycobacterial GlmU enzyme – biochemical, glucosamine-1-phosphate acetyltransferase (AID 1376); inhibition, %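 (tested at 30 µM in the primary screen)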, or IC50 in µM where a hit was titrated; hit rate 0.25% among 220,000; M. tuberculosis GlmU acetyltransferase enzyme assay; higher % means a stronger effect; in the data active = inhibition above about 13%;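 note: 0% = complete reaction with vehicle and 100% = reaction without substrate; strong numbers were not always called active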
The depositor's hits bear a star; nt = no result given. Not all compounds are listed; the hit share may differ from the screen's.

SMILES	Mtb RmlCD inh	GlmU inhibition
CCN(CC)C(=O)COc1ccc(C=O)cc1OC	-9.3	0.5%
CC1CN(C(=O)c2cnn3c(C(F)F)cc(-c4ccccc4)nc23)CC(C)O1 (centres undefined)	8.2	3.8%
CC(C)(CO)NC(=O)CC1C(=O)NCCN1Cc1ccc(-c2ccccc2)cc1 (centres undefined)	9.3	2.1%
COc1ccc(/C=C/C(=O)NCCn2c(C)cc3ccccc32)cc1OC	nt	-0.7%
CN1CCN(S(=O)(=O)c2cnccc2N2CCN(c3cccc(Cl)c3)CC2)CC1	-6.8	-2.9%
Cc1ccc2nc(NC(=O)COC(=O)c3ccco3)sc2c1	19.0	3.4%
COc1ccc(-n2c(C)cc(C(=O)CN3CCCCC3)c2C)cc1	3.4	-5.3%
CCOC(=O)N1CCC(=C(C#N)C(=O)Nc2cc(OC)ccc2OC)CC1	nt	0.9%
COc1ccc(C(=O)Nc2nc3nccc(-c4ccccc4)n3n2)cc1	-11.8	-0.8%
O=S(=O)(NCCc1ccccn1)c1ccc(-c2ccccn2)s1	nt	-3.7%
O=C(Nc1nccs1)C1CCCN1S(=O)(=O)c1ccc(Cl)cc1 (centres undefined)	-10.7	-3.2%
Cc1cnc(C(=O)OCC(=O)NCCCc2ccccc2)cn1	0.5	-2.0%
Cc1ccc(N(CC(=O)NC(C)(C)C)C(=O)CS(=O)CC(=O)Nc2ccc3c(c2)OCO3)cc1 (centres undefined)	6.6	-3.7%
COc1ccc(C(=O)N2CC(=O)Nc3ccccc32)cc1S(=O)(=O)N1CCOCC1	-13.3	1.5%
CCn1c(SCC(=O)c2ccc(O)c(O)c2)nnc1-c1ccccc1OC	10.6	5.6%
CCS(=O)(=O)N1CCC(C(=O)N2CCN(c3ccccc3)CC2)CC1	-13.1	2.8%
C=CCNC(=O)/C(C#N)=C/c1c(C)nn(-c2ccc(Cl)cc2)c1Cl	8.8	6.1%
CCOC(=O)C1C(=O)C=C(c2ccc(NS(C)(=O)=O)cc2)CC1c1ccco1 (centres undefined)	21.7	-3.2%
CCCCn1c(=O)c(-[n+]2ccccc2)c([O-])c2ccccc21	-3.4	-4.2%
Cc1c(S(=O)(=O)c2ccccn2)c(N)n(Cc2cccc(Cl)c2)c1C	-7.7	-4.7%
Nc1nc2c(nc(SCc3ccccc3Br)n2C2OC(CO)C(O)C2O)c(=O)[nH]1 (centres undefined)	2.8	0.7%
O=C(CSc1ccccn1)Nc1ccc(NC(=O)CSc2ccccn2)cc1	-3.1	2.1%
COc1cc(C(=O)NC2CCN(Cc3nnnn3Cc3ccc(F)cc3)CC2)cc(OC)c1OC	-3.3	-2.6%
O=C(Nc1ccc(Cl)cc1)Nc1nnc(CSCc2ccccc2Cl)s1	1.8	-8.1%
O=c1c2ccccc2nc2n1CC/C2=C\c1ccccc1[N+](=O)[O-]	nt	-6.2%

Reprinted from the part before: two entries; new compounds follow.
SMILES	Mtb RmlCD inh	GlmU inhibition
O=C(Nc1ccc(Cl)cc1)Nc1nnc(CSCc2ccccc2Cl)s1	1.8	-8.1%
O=c1c2ccccc2nc2n1CC/C2=C\c1ccccc1[N+](=O)[O-]	nt	-6.2%
CCCCOC(=O)C1=C(N)OC2=C(C(=O)CC(C)(C)C2)[C@]12C(=O)N(C)c1ccccc12	nt	-1.6%
COc1cccc(/C=C/C(=O)OCC(=O)Nc2ccc(Cl)cn2)c1	1.5	-3.6%
CCOC(=O)c1c(C)[nH]c(-c2csc(N)n2)c1C	5.9	1.6%
O=c1c2cccnc2n(-c2ccccc2)n1Cc1c(Cl)cccc1Cl	-6.0	7.2%
Cc1ccc(NC2c3ncccc3C(=O)N2Cc2ccc(F)cc2)cc1 (centres undefined)	-6.0	-4.3%
CCOC(=O)C1(CCc2ccccc2)CCN(C(=O)Cc2nonc2C)CC1	4.7	-3.2%
NC(=S)NNC(=O)c1cccc(Br)c1	-10.9	7.3%
CN(CC(=O)Nn1cnnc1)S(=O)(=O)c1cc(Cl)ccc1Cl	nt	0.6%
CN=C1S/C(=C\c2cn(C(C)=O)nc2-c2ccccc2)C(=O)N1C	nt	0.3%
CCCCCCN(C(=O)CCCCCN1C(=O)NC(c2ccc(-c3ccccc3)cc2)C(C(=O)OCc2ccccc2)=C1C)C(C(=O)NCCCC)c1ccccn1 (centres undefined)	2.5	2.7%
CC(C)c1ccc(NC(=S)NCCc2c[nH]c3ccccc23)cc1	7.2	-1.9%
O=C1Nc2ccccc2N(O)N1c1cc(-c2ccccc2Cl)no1	-5.0	7.0%
CCn1cc(/C=N\NC(=O)c2ccc3c(c2)c(C)c(C)n3Cc2ccccc2)c(C)n1	16.9	nt
CN(C)C(=O)Oc1cc(=O)n2c3c(cccc13)CCC2	nt	0.5%
CC(C)c1nnc(NC(=O)Cc2ccccc2[N+](=O)[O-])s1	nt	0.9%
O=C(c1ccccc1F)N1CCN(c2cnn(-c3cccc(Cl)c3)c(=O)c2Cl)CC1	-6.2	-4.1%
CCn1ncc(/C=N\NC(=O)c2csc3ccccc23)c1C	-2.5	2.8%
CCOc1c(C(=O)CC)cc2c(C)cc(=O)oc2c1C	nt	4.2%
CC1CCC(NCC(=O)Nc2cccc(S(N)(=O)=O)c2)CC1 (centres undefined)	6.6	-9.4%
Cc1nc(NC(=O)c2ccco2)sc1-c1csc(Nc2ccc(Cl)cc2)n1	nt	-1.1%
CCCCC(=O)Nc1ccc(NC(=O)c2cnccn2)cn1	17.5	-2.7%
CN(C)C=NC(=O)c1cc(C(=O)c2ccc(Cl)cc2)c[nH]1	-4.5	0.1%
CNc1nc(-c2ccccc2)[n+](-c2ccc(C)cc2)s1	4.2	3.6%
N#Cc1c(/N=C\c2ccc(O)c([N+](=O)[O-])c2)sc2c1CCCC2	-6.1	8.7%
Cc1cccc(N2CC(C(=O)Nc3nnc(SCC(=O)Nc4nccs4)s3)CC2=O)c1 (centres undefined)	-8.7	3.1%

(cont.)
SMILES	Mtb RmlCD inh	GlmU inhibition
CC(C)(C)OC(=O)N1CCC(C(=O)O)CC1	-2.0	2.8%
CCOc1cc(/C=N\Nc2ccc([N+](=O)[O-])cc2)ccc1OCC(=O)Nc1ccc(C)c(C)c1	nt	-6.8%
COCC(C)n1c(C)cc(C(=O)CSc2ncccn2)c1C (centres undefined)	-11.0	3.6%
Cc1cc(Cl)ccc1OCC(=O)N1CCCCC1	12.8	8.6%
Cc1ccccc1-c1ncc(CN2CCN(C3CCCC3)C(CCO)C2)cn1 (centres undefined)	-5.8	-0.2%
O=C1c2ccccc2C(=O)N1CC(O)CN1CCOCC1 (centres undefined)	-0.2	-1.0%
COc1ccc2cc(C(C)c3nc4ccccc4c(=O)n3N)ccc2c1 (centres undefined)	nt	2.1%
COc1ccc(CCNC(=O)/C(C#N)=C/c2ccc(OCC(=O)NCC3CCCO3)cc2)cc1OC (centres undefined)	-5.5	0.9%
CCCCC1CC(CSc2ncn[nH]2)OC1=O (centres undefined)	11.2	2.6%
Cc1cc2oc(C(=O)N(Cc3ccccc3)c3ccccn3)cc(=O)c2cc1Cl	nt	-1.6%
Cc1c(N2C(=O)c3cccc4cccc(c34)C2=O)cnn1C	62.7	-6.1%
Cc1cc2nc(-c3cccc(NC(=O)c4ccc(Br)o4)c3C)oc2cc1C	2.8	-0.1%
CCC(CC)C1=NN2C(=N)/C(=C\c3cc(C)n(-c4cccc(C)c4)c3C)C(=O)N=C2S1	3.8	1.3%
CN(C)S(=O)(=O)c1ccc(C(=O)NCc2ccco2)cc1	-24.2	7.5%
O=C(CSc1ccc(-c2ccc(Br)cc2)nn1)N1CCOCC1	1.8	-5.5%
O=C(c1ccccc1-n1cccc1)N1N=C(C(F)F)CC1(O)C(F)F (centres undefined)	-12.5	-2.1%
CCOc1ccc(NC(=O)CN2C(=O)C3CCCN3C2=O)cc1 (centres undefined)	10.0	0.9%
COc1ccc(NC(=O)NNC(=O)c2ccc(Cl)cc2Cl)cc1OC	-4.9	6.8%
COc1ccc(NS(=O)(=O)c2cc(NC(=O)C3CC3)ccc2N2CCOCC2)cc1	2.9	-2.6%
Fc1cccc(Cl)c1CNc1ccc(N2CCCC2)cc1	-13.9	0.7%
CCCCCn1c(=O)c(F)cn(Cc2ccc(OC)c([N+](=O)[O-])c2)c1=O	11.9	-2.3%
Cc1cccc(S(=O)(=O)NNC(=O)c2cc(-c3ccc(F)cc3)nc3ccccc23)c1	-8.2	4.0%
CN(C)c1ccc(/C=N/NS(=O)(=O)c2ccc(Br)cc2)cc1	6.2	5.8%
Cc1ccc(C)c(OCCCCn2cnc3ccccc3c2=O)c1	9.1	-1.6%
Cc1cc(C)cc(NC(=O)CSc2nc3ccncc3[nH]2)c1	nt	0.7%

A few values from the entries so far:
CCCCC1CC(CSc2ncn[nH]2)OC1=O (centres undefined) | GlmU inhibition = 2.6%
CNc1nc(-c2ccccc2)[n+](-c2ccc(C)cc2)s1 | GlmU inhibition = 3.6%

Other compounds follow.
SMILES	Mtb RmlCD inh	GlmU inhibition
Cn1nnnc1-c1cc(Br)ccc1NC(=O)c1ccccc1	9.1	-3.2%
COC(OC)c1ccnc(-c2ccc(OC(=O)c3ccc(F)cc3)cc2)n1	-3.9	7.8%
Cc1ccc(-n2nc3c(c2NC(=O)c2ccc(OC(C)C)cc2)CS(=O)C3)cc1 (centres undefined)	nt	-4.5%
Fc1cccc(CN2CCN(Cc3nc(CCc4ccccc4)no3)CC2)c1	-8.4	1.8%
Fc1ccccc1/C=C1\CCCC2=C1Nc1nnnn1C2c1ccccc1F (centres undefined)	-0.4	2.5%
COC(=O)c1sc(N2CCN(c3ccc(Cl)cc3)CC2)nc1N	-7.5	10.0%
CCCNCc1cc(OCC)c(OCC(N)=O)cc1Br	-3.1	-4.2%
CC1(C)CC(CNCCC(c2ccc(F)cc2)c2ccco2)CCO1 (centres undefined)	nt	-1.5%
N#CC1=C(N)N(c2ncn[nH]2)C2=C(C(=O)CCC2)C1c1ccc(F)cc1 (centres undefined)	6.3	-1.2%
CCCCn1nc(CC(=O)NCCN(CC)CC)c2ccccc2c1=O	6.8	-2.3%
O=C(Nc1nnc(C2CC2)s1)C1=NN(C2CCS(=O)(=O)C2)C(=O)CC1 (centres undefined)	nt	-4.7%
Cc1nc(NC2=NC(C(=O)Nc3ccc(Cl)cc3)CC(=O)N2)nc2ccccc12 (centres undefined)	-4.1	-4.0%
C1CN=C(NC23CC4CC(CC(C4)C2)C3)C1	nt	3.6%
CN(Cc1nc(-c2cnccn2)no1)CC(O)c1ccccc1 (centres undefined)	nt	-1.5%
O=C(CC1N=C2c3ccccc3N=C(SCc3ccc(F)cc3)N2C1=O)NCc1ccco1 (centres undefined)	96.5	-4.7%
Cc1cc(C)cc(N(C(=O)c2csnn2)C(C(=O)NC(C)(C)C)c2cccnc2)c1 (centres undefined)	-9.2	7.8%
COc1ccccc1C1CC(c2ccc(Cl)cc2Cl)Nc2nc(N)nn21 (centres undefined)	8.2	1.9%
CN1C(CC(=O)Nc2ccc(Cl)cc2Cl)c2ccccc2CC1(C)C (centres undefined)	nt	-2.8%
COc1ccc(N2CCN(C(c3cccc(OC)c3OC)c3nnnn3C3CCCC3)CC2)cc1 (centres undefined)	-5.3	0.4%
CCCCn1c(N)c(N(CC(C)C)C(=O)CCCSc2nncs2)c(=O)[nH]c1=O	1.0	0.7%
Cc1c2oc3c(C)ccc(C(=O)N[C@@H]4C(=O)N[C@H](C(C)C)C(=O)N5CCC[C@H]5C(=O)N(C)CC(=O)N(C)[C@@H](C(C)C)C(=O)O[C@@H]4C)c3nc-2c(C(=O)N[C@@H]2C(=O)N[C@H](C(C)C)C(=O)N3CCC[C@H]3C(=O)N(C)CC(=O)N(C)[C@@H](C(C)C)C(=O)O[C@@H]2C)c(N)c1=O	nt	4.8%
CCn1c(/C=C2\C(=O)Nc3ccccc32)nc2ccccc2c1=O	2.7	-1.0%
CCN1C[C@@]2(COC)C3[C@@H](OC)[C@H]4[C@@H]1[C@@]3(C1C[C@@]3(O)[C@H](OC(=O)c5ccccc5)C1[C@]4(OC(C)=O)[C@@H](O)[C@H]3OC)[C@@H](OC)C[C@H]2O (some centres undefined)	nt	-2.0%
COC(=O)CCNC(=O)Cn1cnc2sc3c(c2c1=O)CCCC3	3.2	0.3%
Cc1cc(C(=O)NCC(=O)OCC(=O)N2CCCCCC2)ccc1[N+](=O)[O-]	10.1	1.7%

Random excerpt: two entries already listed, in no set order.
SMILES	Mtb RmlCD inh	GlmU inhibition
CCCCn1nc(CC(=O)NCCN(CC)CC)c2ccccc2c1=O	6.8	-2.3%
CCn1cc(/C=N\NC(=O)c2ccc3c(c2)c(C)c(C)n3Cc2ccccc2)c(C)n1	16.9	nt

Later entries.
SMILES	Mtb RmlCD inh	GlmU inhibition
O=C(CSc1nnc(-c2ccc(O)cc2)n1Cc1ccco1)c1ccccc1	-2.1	3.2%
CC(=O)Nc1ccc(Sc2ccccc2C(=O)O)c(C(=O)O)c1	nt	-6.6%
O=C(CCCC(=O)NCc1ccccc1)NCc1ccccc1	-9.8	-4.6%
O=C(Nc1ccccc1C(F)(F)F)N1CCN(C(c2ccccc2)c2ccccc2)CC1	-5.7	2.9%
COc1ccc(C(=O)OC(C)CN2CCN(C)CC2)cc1OC (centres undefined)	8.0	-3.0%
COc1ccc(NC(=O)N2CCCC2C(=O)Nc2ccc(C)cc2)cc1 (centres undefined)	nt	-4.6%
CC[N+](CC)(CC)CC	nt	0.5%
CCOc1cc(C)c(Cl)cc1S(=O)(=O)n1ccnc1	1.6	-4.2%
Cc1c(/C=N/Nc2ccc([N+](=O)[O-])cn2)c2ccccc2n1Cc1ccccc1	11.2	-2.7%
CCOC(=O)N1CCN(S(=O)(=O)c2cc(Cl)ccc2Cl)CC1	nt	6.0%
